# Assay outcomes deposited in PubChem by several laboratories.
# DAGLB inh: blocks human DAGLB lipase activity; HEK293T DAGLB membrane lysate, EnzChek fluorogenic substrate; Q8NCG7; 340,000 tested, 0.059% active; inhibition, % at 5.17 µM; in the data active means inhibition above about 34%;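 further: 0% = enzyme with vehicle and 100% = wells lacking enzyme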
# PKA-R2B activ: PKA-R2B complex activation. PKA-R2B holoenzyme dissociation, Cy5-IP20 fluorescence polarization; R2B truncated from residue 108, S112A mutant; 0% DMSO only, 100% 113 µM cGMP. 340,000 tested, 0.079% active. activation, % at 11.4 µM. AID 504700;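 active means activation above a cutoff set at the mean over all compounds plus 3 SD, cut at about 18% in these data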;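 further: higher means more holoenzyme dissociation and a rise in polarization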
# Arr AP2 block: inhibitors of human beta-arrestin and AP2 interaction; AID 504490; inhibition, % at 10 µM; FITC-arrestin peptide / GST-AP2 beads, flow cytometry; AP2 beta2 appendage carries R879A mutation; 340,000 tested, 0.31% active;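 active means inhibition above a set limit, near 3 SD of compounds lacking own fluorescence, cut at about 54% in these data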;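 further: plate controls were DMSO wells for no effect and 5 µM unlabelled arrestin peptide for full effect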
#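 test system = AP2 appendage R879A on GSH beads | buffer or medium = PBS plus Tween 20 (0.05%) and BSA (0.1%) | incubation = 12 min plus 1 h, RT | detection = bead flow cytometry, FITC channel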
# HTR5A inv ctr: inverse agonist of human HTR5A in OPRM1-OPRD1 counter-screen; P47898; HTR5A cell line, luminescence, inverse agonism; inhibition, % at 9.3 µM; 340,000 tested, 0.083% active; AID 504634; in the data active means inhibition mostly above about 23%, no sharp cut-off; inactive means mostly below about 18%;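 further: 0% = cells with DMSO and 100% = no-cell wells with DMSO; some compounds called inactive have numbers as strong as hits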
# V-ATPase pH: alters yeast V-ATPase proton transport; S. cerevisiae, pHLuorin cytosolic pH fluorescence; response, % at 10 µM; 350,000 tested, 0.37% active; AID 504577; in the data active means response mostly above about 7.3%, no sharp cut-off; inactive means mostly below about 5.4%; further: actives read high; inactives centre near 0; some compounds called inactive have numbers as strong as hits; reference of the scale not given here
# OPRM1-OPRD1 ag: OPRM1-OPRD1 heterodimerization agonism; P35372+P41143; cells, luminescence; activation, % at 9.3 µM; 340,000 tested, 0.3% active; AID 504326; in the data active means activation above about 18%;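 further: 0% = vehicle-treated cells and 100% = reference agonist; values of inactives mirror those of a sister screen read the other way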
# Pemphigus Ab inh: inhibitors of pemphigus antibody binding to human desmoglein-3; P32926; DSG3-coupled beads, scFv-anti-DSG3-GFP binding, flow cytometry; hits give low values; 310,000 tested, 0.48% active; binding (percent of control), % at 10 µM;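 active means binding more than 3 SD below its plate's average and above zero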;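 further: hits lower antibody fragment binding to DSG3; some compounds called inactive have numbers as strong as hits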
# Target sequence (P32926 whole entry, looked up, the tested form may be a part): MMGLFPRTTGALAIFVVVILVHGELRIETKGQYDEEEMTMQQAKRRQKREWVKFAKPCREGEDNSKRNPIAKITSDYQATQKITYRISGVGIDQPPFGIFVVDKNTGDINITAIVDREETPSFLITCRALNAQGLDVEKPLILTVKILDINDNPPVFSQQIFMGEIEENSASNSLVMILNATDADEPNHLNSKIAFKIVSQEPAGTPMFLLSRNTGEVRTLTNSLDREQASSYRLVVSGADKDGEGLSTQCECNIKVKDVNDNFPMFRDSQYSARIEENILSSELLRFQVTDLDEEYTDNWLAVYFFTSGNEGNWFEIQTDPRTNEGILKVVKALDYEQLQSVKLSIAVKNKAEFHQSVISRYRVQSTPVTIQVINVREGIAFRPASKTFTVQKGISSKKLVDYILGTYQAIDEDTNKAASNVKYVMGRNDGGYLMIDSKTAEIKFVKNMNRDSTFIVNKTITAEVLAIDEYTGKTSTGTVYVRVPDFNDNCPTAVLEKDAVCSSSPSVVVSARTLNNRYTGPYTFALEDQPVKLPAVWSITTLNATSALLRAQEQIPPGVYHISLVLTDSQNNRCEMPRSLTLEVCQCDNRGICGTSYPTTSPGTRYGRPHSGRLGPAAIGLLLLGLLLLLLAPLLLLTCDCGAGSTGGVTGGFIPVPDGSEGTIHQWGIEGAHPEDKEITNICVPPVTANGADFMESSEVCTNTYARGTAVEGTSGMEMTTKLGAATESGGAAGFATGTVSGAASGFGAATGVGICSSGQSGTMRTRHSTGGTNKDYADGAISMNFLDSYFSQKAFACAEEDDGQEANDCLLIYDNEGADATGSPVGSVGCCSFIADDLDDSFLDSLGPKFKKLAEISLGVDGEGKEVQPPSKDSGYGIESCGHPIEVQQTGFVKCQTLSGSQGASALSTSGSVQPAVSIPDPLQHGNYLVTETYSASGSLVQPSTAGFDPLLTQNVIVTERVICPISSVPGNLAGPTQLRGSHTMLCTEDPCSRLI
# HTR5A ag ctr: HTR5A agonism, opioid heterodimer counter-screen. HTR5A agonist assay, luminescence, cell-based. activation, % at 9.3 µM. 340,000 tested, 0.61% active. P47898; in the data active means activation mostly above about 9.5%, no sharp cut-off; inactive means mostly below about 7.6%;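 further: 0% = cells with vehicle only and 100% = reference agonist; strong numbers were not always called active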
# OPRM1-OPRD1 inv: inverse agonists of human mu-delta opioid receptor heterodimerization | cell-based MOR-DOR heterodimer luminescence, inverse agonism | 340,000 tested, 0.21% active | inhibition, % at 9.3 µM | AID 504357; in the data active means inhibition above about 22%, passing the limit was not always enough;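 further: 0% = cells with DMSO and 100% = wells without cells with DMSO; values of inactives mirror those of a sister screen read the other way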
# PKA-R1A activ: PKA-R1A complex activation; P00514+P68181; PKA-R1A dissociation, Cy5-IP20 fluorescence polarization; scaled: DMSO 0%, 113 µM cGMP 100%; activation, % at 11.4 µM; 340,000 tested, 0.083% active;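 active means percent activation above the mean of all tested compounds plus 3 SD, cut at about 19% in these data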;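 further: higher means more PKAc released from R1A so a rise in polarization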
# * hit, by the source's call; x = no result given.
# A first look, 3 compounds:
SMILES,DAGLB inh,PKA-R2B activ,Arr AP2 block,HTR5A inv ctr,V-ATPase pH,OPRM1-OPRD1 ag,Pemphigus Ab inh,HTR5A ag ctr,OPRM1-OPRD1 inv,PKA-R1A activ
O=C(NCCc1ccc(C(F)(F)F)cc1)C1COc2ccccc2O1 (stereo not drawn),-3,8,3,22,-2,0.4,112,-1,-2,10
CCN(CC)CCCNC(=O)c1cc(-c2ccc(O)cc2)on1,1,8,-14,-23,3,-1.2,96,-3,7,7
O=C(NCC(=O)N1CCN(C(=O)c2ccccc2)CC1)c1ccccc1,-1,0,-7,-12,-3,-5.8,103,2,22,-4

# The whole of this part (from the top)
SMILES,DAGLB inh,PKA-R2B activ,Arr AP2 block,HTR5A inv ctr,V-ATPase pH,OPRM1-OPRD1 ag,Pemphigus Ab inh,HTR5A ag ctr,OPRM1-OPRD1 inv,PKA-R1A activ
O=C(NCCc1ccc(C(F)(F)F)cc1)C1COc2ccccc2O1 (stereo not drawn),-3,8,3,22,-2,0.4,112,-1,-2,10
CCN(CC)CCCNC(=O)c1cc(-c2ccc(O)cc2)on1,1,8,-14,-23,3,-1.2,96,-3,7,7
O=C(NCC(=O)N1CCN(C(=O)c2ccccc2)CC1)c1ccccc1,-1,0,-7,-12,-3,-5.8,103,2,22,-4
CS(=O)(=O)N(CC(=O)N1CCCC1)c1cccc(Cl)c1,-1,8,24,-5,7,-0.8,x,3,5,0
CC1CCN(Cc2c(C(=O)N/N=C/c3ccc(C(C)(C)C)cc3)nnn2-c2nonc2N)CC1,-1,1,48,-12,4,-0.8,121,3,4,-11
CCOC(CNc1c([N+](=O)[O-])c(=O)n(C)c(=O)n1C)OCC,-5,-6,1,10,4,-1.0,97,-1,6,1
COc1cccc(Sc2nc(-c3ccccc3)ncc2S(C)(=O)=O)c1,-5,-2,-19,-4,-2,1.8,91,1,-11,-12
Cc1ccc(S(=O)(=O)Nc2ccc(C(=O)NCCCN3CCOCC3)cc2)cc1[N+](=O)[O-],2,-3,-17,-9,-1,0.3,107,0,-2,-12
Cc1ccc(C(=O)N2CCN(c3ncnc4c3cnn4-c3ccccc3)CC2)cc1,-1,1,4,23,3,0.0,96,-9,0,-4
CCc1ccc(CN2CCC(C(=O)Nc3cccc(-c4nnc(C)s4)c3)CC2)o1,1,-5,12,-16,-5,-2.5,102,-3,13,5
O=C(Cc1ccc(Cl)cc1)OCc1nnc(-c2ccccc2)o1,-7,2,7,-22,-1,3.8,88,8,-27,-10
Cc1c(NC(=O)c2ccc(Br)s2)c(=O)n(-c2ccccc2)n1C,1,10,9,4,-1,-2.9,121,-2,14,-5
CC(C)[C@@H](C(=O)N[C@@H](C(=O)O)c1ccccc1)N1C(=O)N2CCc3c([nH]c4ccccc34)[C@@]2(C)C1=O,3,-12,0,10,0,-1.6,x,7,8,-1
C=CCOc1ccn(C)c(=O)n1,1,1,12,-16,3,-1.3,92,4,7,12
CCOc1ccccc1N1CCN(Cc2cccc(OC)c2O)CC1,-1,6,13,4,1,-0.9,x,2,5,-6
CCCc1nnc(NC(=O)CCC(=O)N2CCN(c3nc(C)cc(C)n3)CC2)s1,2,0,-4,-15,0,-3.9,x,-2,19,5
COc1ccccc1/C=C1\SC(=S)N(CCC(=O)NCCCn2ccnc2)C1=O,2,2,13,5,-3,0.8,100,-1,-4,4
COc1ccc(NC2=C3CC(C)CC=C3N(c3ccc(OC)cc3)C2=O)cc1 (stereo not drawn),0,-1,-10,-22,-1,2.7,89,5,-17,-1
CN(Cc1nc(-c2ccccn2)no1)S(=O)(=O)c1ccc(Cl)cc1,2,3,-6,-16,1,-2.4,110,0,13,-2
CSc1cc(-c2ccccc2)n(Cc2ccccc2Cl)c(=O)c1C#N,-1,1,18,8,-1,-2.7,105,-3,14,-9
Cc1ccc(CN(C)C(=O)C2CCC(=O)N(C3CCCCCC3)C2)cc1 (stereo not drawn),1,10,-6,9,1,-0.5,x,-5,2,13
COc1ccc2oc(C(=O)OCC(=O)N3CCCC3=O)c(C)c2c1,-1,4,3,12,-6,-4.3,101,-2,21,-6
COc1cccc(C2CC(c3ccccc3OC)n3ncnc3N2)c1 (stereo not drawn),3,2,3,1,-3,-0.3,108,0,2,-2
COc1ccc(NC(=O)CSc2nnc3ccc(-c4ccccn4)nn23)c(OC)c1,1,1,-1,19,6,-2.3,103,0,11,-19
O=C(CCC1CCN(C(=O)CC2=CCCCC2)CC1)NCc1ccc(F)cc1,5,3,x,x,7.1*,x,95,x,x,-5
N#CCSc1nnc2c(Cl)cc(Cl)cn12,-1,1,6,4,-3,-2.4,103,5,14,-4
Cc1ccc(/C=C/C(=O)O)cc1S(=O)(=O)N(C)CCO,-2,-5,3,9,3,1.5,103,0,-8,-1
Cc1cc(S(=O)(=O)NCc2ccccc2)ccc1OCC(=O)NCc1ccncc1,1,2,-7,1,3,-0.2,112,2,1,-7
COc1cccc(-c2nc(CS(=O)(=O)CC(=O)Nc3c(C)cccc3C)c(C)o2)c1,-1,-4,10,-31,6,-1.6,82,-5,8,-1
CCOC(=O)C1=C(C)NC(C)=C(C(=O)OCC)C1C(=O)OCC(=O)N(CC)C1CCS(=O)(=O)C1 (stereo not drawn),-2,4,-2,-5,0,0.4,x,1,-2,1

# Single records, as listed above. Screens in order: DAGLB inh | PKA-R2B activ | Arr AP2 block | HTR5A inv ctr | V-ATPase pH | OPRM1-OPRD1 ag | Pemphigus Ab inh | HTR5A ag ctr | OPRM1-OPRD1 inv | PKA-R1A activ
# COc1ccc(NC(=O)CSc2nnc3ccc(-c4ccccn4)nn23)c(OC)c1 in the list: 1 | 1 | -1 | 19 | 6 | -2.3 | 103 | 0 | 11 | -19
# CCOC(=O)C1=C(C)NC(C)=C(C(=O)OCC)C1C(=O)OCC(=O)N(CC)C1CCS(=O)(=O)C1 (stereo not drawn) in the list: -2 | 4 | -2 | -5 | 0 | 0.4 | x | 1 | -2 | 1

# (continued)
SMILES,DAGLB inh,PKA-R2B activ,Arr AP2 block,HTR5A inv ctr,V-ATPase pH,OPRM1-OPRD1 ag,Pemphigus Ab inh,HTR5A ag ctr,OPRM1-OPRD1 inv,PKA-R1A activ
O=C(NCC1CCCO1)c1ccc2c(c1)N(Cc1ccccc1)C(=O)CS2=O (stereo not drawn),2,5,4,-11,1,0.0,103,4,0,8
CC(C)Oc1snc(Cl)c1C(N)=O,0,-9,-3,-7,-7,-3.3,102,2,18,-1
Cc1cc2ncn(C(=O)c3c(-c4ccccc4)noc3C)c2cc1C,2,10,-4,0,0,1.9,102,-2,-11,2
C#CC1(O)CC(C)N(C)C(C)C1 (stereo not drawn),3,-4,-1,5,0,0.8,105,2,-5,-4
Cc1ccc(NC(=O)CSc2cn[nH]n2)cc1,-4,0,-13,9,6,-0.8,x,-3,6,-7
COc1ccc(CNC(=O)C(NC(C)=O)C(=O)Nc2ccc(OC)cc2)cc1 (stereo not drawn),0,-6,-4,6,-1,-2.4,104,-1,10,-1
CCOC(=O)C1(Cc2ccccc2C)CCCN(S(=O)(=O)CC)C1 (stereo not drawn),-2,-4,-7,8,0,-1.9,94,-2,9,-3
CCN(NC(=O)C(O)(c1ccccc1)c1ccccc1)C(=O)c1ccccc1,1,-6,9,2,0,-1.0,94,-1,5,-7
COc1ccc(CCN(C)CC(=O)Nc2ccc(F)c(Cl)c2)cc1OC,-1,-1,19,4,-2,-1.8,104,-1,12,-8
O=C(COc1ccccc1F)NCc1nc2ccccc2[nH]1,0,-2,6,4,4,-1.1,96,-1,8,1
O=C(Nc1nc(-c2ccco2)c(-c2ccco2)s1)C1CCC1,2,-17,23,14,0,0.2,118,6,-1,0
CCOC(=O)N1N=C(c2ccccc2)CC1(O)C(C)(F)F (stereo not drawn),-2,-4,-3,16,2,-1.9,92,-9,10,-13
[2H]C(CCOS(N)(=O)=O)c1ccc(C(C)(C)C)cc1 (stereo not drawn),-8,2,6,6,1,-0.6,105,9,3,2
Cc1ccc(OC(F)F)c(NC(=O)Nc2cccc(C(F)(F)F)c2)c1,-5,-11,4,-26,1,4.4,93,3,-24,3
Cc1ccc(NC(=O)c2ccc(N3C(=O)C4CC=C(Cl)CC4C3=O)cc2)cc1 (stereo not drawn),-1,4,3,8,-4,1.1,102,5,-6,3
O=C(CCC(=O)c1cccs1)Nc1ccc(N2CCCCC2)cc1,1,-7,32,-4,-3,1.9,102,1,-10,2
CCOc1ccccc1NC(=O)NC(=O)N(C)S(C)(=O)=O,-2,-9,4,15,2,0.4,95,7,-2,1
Cc1ccc(S(=O)(=O)N2CCOCC2)cc1NC(=O)COC(=O)Cn1c(C)csc1=O,1,11,2,10,0,0.4,101,-3,-2,-3
COc1ccc(NC(=O)CSc2ccc3c(c2)OCCO3)cc1S(N)(=O)=O,-1,-4,-12,-15,-6,-3.9,90,4,20,-10
CC(C)CC(=O)Nc1nnc(S(=O)(=O)N(C)c2ccc(Cl)cc2)s1,-2,-4,-3,-6,-2,6.4,101,2,-29,1
CCOc1ccc(C(=O)NC(C(=O)NCC2CCCO2)C(C)C)cc1 (stereo not drawn),-1,7,-1,16,5,-1.6,96,0,8,4
CC(C)(C)c1cc(CCC(=O)NCC2CCCO2)cc(C(C)(C)C)c1O (stereo not drawn),-1,-10,-5,-5,0,-1.8,120,1,10,-4
COCCCNC(=O)CCn1c(=O)c2ccccc2n(CC(=O)Nc2ccc(C)cc2C)c1=O,-1,3,-7,3,-1,-2.9,x,-1,12,-10
COc1ccc(CNC(=O)c2cc(C(=O)C3CC3)c[nH]2)cc1,-1,4,22,-11,3,-1.3,108,5,7,-6
O=[N+]([O-])c1cccnc1N/N=C/c1ccccc1O,3,-8,12,-5,-2,0.6,105,2,-3,8
COc1ccc2nc(-c3ccccn3)[nH]c2c1,-1,12,-7,11,0,2.2,113,-3,-11,6
O=C(Cn1cc([N+](=O)[O-])cn1)N1N=C(C(F)F)CC1(O)C(F)F (stereo not drawn),-2,5,-2,0,1,-3.5,105,0,16,-11
CC(C)[C@H](NS(=O)(=O)c1ccc2c(c1)OCCO2)C(=O)OCC(=O)Nc1cccc(Cl)c1Cl,-11,-2,21,2,-6,2.5,99,-1,-13,-2
N#C/C(=C(/O)Cc1ccccc1)P(=O)(c1ccccc1)c1ccccc1,13,3,-16,-6,-4,-3.6,x,2,18,-1
CCN(CC)c1ccc(C2NC(=O)c3ccccc3N2)cc1 (stereo not drawn),3,13,4,-12,0,-3.2,86,3,14,5
COc1cc(NS(=O)(=O)c2ccc(NC(=O)CN3C(=O)c4ccccc4C3=O)cc2)ncn1,-2,4,8,2,9,-2.6,107,-1,13,0
Fc1ccc(Nc2ncnc3sc4c(c23)CCC4)cc1,0,0,3,1,-5,-0.2,94,2,1,-6
CC1(C)CC(NC(=O)c2cc(Cl)ccc2Cl)CC(C)(C)N1,0,-11,-11,-9,-1,-1.0,97,5,5,-5
Cn1cc([N+](=O)[O-])c(C(=O)N/N=C/c2cc3c(cc2Br)OCO3)n1,2,8,4,11,1,-1.8,84,-4,12,-11
Cc1ccc(NC(=O)CN(C)C(=O)c2ccc(Cl)c(S(=O)(=O)NCc3ccco3)c2)cc1,-2,-4,-4,12,4,-3.8,100,0,15,1
Cc1ccc(S(=O)(=O)NCC(=O)NCc2cc(=O)n(C)c(=O)n2C)cc1,0,-3,-4,-10,3,0.8,98,-3,-4,-9
Cc1cccc(-n2ncc(C#N)c2N)c1,-5,2,8,-20,-5,-2.6,124,3,12,5
